Assay outcomes: PubChem BioAssay, Broad Institute
miR-122 sensor: inhibitors of miR-122 in Huh7 cells; Huh7 miR-122 Renilla luciferase sensor, 48 h; neutral wells = 0, positive control = 100; activation (reporter increase), % at 12.5 µM; actives 0.3% (n = 340,000); AID 602342;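 active = mean replicate activation score at least 90 and every replicate individually at or above 90; inconclusive = only one of the two criteria met; inactive = neither criterion met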;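 also: higher luciferase means less miR-122 activity so hits act as miR-122 inhibitors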
CASP6 VEID inh: inhibitors of human caspase-6; P55212; purified caspase-6, Z-VEID-R110 cleavage fluorescence; inhibition, % at 12.5 µM; actives 0.53% (n = 350,000); AID 686996;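 active = mean inhibition across replicates at least about 35%, with every replicate also reaching that limit, limit read from the data; inconclusive = only one of the two criteria met; inactive = neither criterion met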;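 also: 0% = median of neutral control wells and 100% = no fluorescence left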
Target sequence (P55212 24-179 limits assumed): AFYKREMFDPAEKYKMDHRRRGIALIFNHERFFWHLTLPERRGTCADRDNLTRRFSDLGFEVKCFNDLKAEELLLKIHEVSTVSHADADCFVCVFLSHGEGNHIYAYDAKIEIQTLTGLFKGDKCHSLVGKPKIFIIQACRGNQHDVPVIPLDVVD
Target sequence (P55212 194-293 limits assumed): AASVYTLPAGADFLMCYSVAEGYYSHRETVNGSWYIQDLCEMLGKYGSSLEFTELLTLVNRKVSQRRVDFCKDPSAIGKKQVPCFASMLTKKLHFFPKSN
SIRT5 block: inhibitors of human sirtuin-5 desuccinylase; Q9NXA8; Purified SirT5, succinyl-peptide AMC, trypsin-coupled fluorescence; inhibition, % at 15 µM; actives 1.1% (n = 330,000); in the data active = inhibition above about 15%; inconclusive = no clear call, values can overlap the other calls
Target sequence (Q9NXA8 whole entry, looked up): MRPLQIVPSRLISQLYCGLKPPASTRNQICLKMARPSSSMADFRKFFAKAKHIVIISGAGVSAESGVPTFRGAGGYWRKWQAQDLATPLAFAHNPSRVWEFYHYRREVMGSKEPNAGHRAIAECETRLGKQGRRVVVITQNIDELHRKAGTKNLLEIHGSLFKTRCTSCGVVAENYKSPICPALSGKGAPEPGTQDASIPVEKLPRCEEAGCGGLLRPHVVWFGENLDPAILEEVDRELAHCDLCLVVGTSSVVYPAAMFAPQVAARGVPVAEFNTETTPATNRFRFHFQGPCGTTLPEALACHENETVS
ERAP1 HTS inh: blocks human ERAP1 aminopeptidase activity | Q9NZ08 | recombinant ERAP1, Leu-AMC fluorescence, 60 min | inhibition, % at 10.7 µM | actives 0.15% (n = 340,000);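 active = mean replicate inhibition of at least 30%, or all replicates individually reaching that 30% level; inactive = mean below 30% and not every replicate reaching it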;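 also: 0% = neutral control wells and 100% = L-leucinethiol positive control wells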
DENV2 CPE rescue: inhibitors of DENV2 cytopathic effect. DENV2-infected cells, cytopathic effect rescue, plate reader. CPE inhibition, % at 9.99 µM. actives 1.7% (n = 350,000); in the data active = CPE inhibition above about 20%, passing the limit was not always enough; inconclusive = no clear call, values can overlap the other calls; tested in BHK-21 cells;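 also: 0% = median of neutral control wells and 100% = median of positive control wells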
ERp5 block: inhibitors of human ERp5; Q15084; ERp5 insulin aggregation, absorbance 650 nm, 90 min; inhibition, % at 9.99 µM; actives 0.05% (n = 350,000);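 active = mean replicate inhibition above about 25%, with every replicate also reaching it, limit read from the data, passing the limit was not always enough; inconclusive = only one of those two criteria met; inactive = neither criterion met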
Target sequence (Q15084 whole entry, looked up): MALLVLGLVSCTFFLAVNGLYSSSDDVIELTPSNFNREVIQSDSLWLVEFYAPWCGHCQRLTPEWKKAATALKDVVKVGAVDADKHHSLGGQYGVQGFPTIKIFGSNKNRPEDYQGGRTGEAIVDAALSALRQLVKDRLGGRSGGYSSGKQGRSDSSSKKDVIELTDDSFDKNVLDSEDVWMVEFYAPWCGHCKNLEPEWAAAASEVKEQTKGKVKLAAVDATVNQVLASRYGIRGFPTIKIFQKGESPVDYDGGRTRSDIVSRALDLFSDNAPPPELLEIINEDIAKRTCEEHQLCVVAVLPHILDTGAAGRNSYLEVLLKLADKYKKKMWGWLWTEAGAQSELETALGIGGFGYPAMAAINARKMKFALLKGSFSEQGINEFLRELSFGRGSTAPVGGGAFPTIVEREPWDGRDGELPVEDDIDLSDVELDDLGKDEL
F508del corr: CFTR F508del correction in bronchial cells; CFBE cells, YFP halide quenching; stimulated with forskolin plus potentiator P3; % fluorescence drop versus neutral controls; activity (quench increase), % at 7.58 µM; actives 0.36% (n = 350,000);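 active = mean added fluorescence quench of at least 8% versus neutral control, with both replicates also reaching 8%; inconclusive = only one of the mean or replicate conditions met; inactive = mean below 8% and not both replicates reaching 8%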;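 also: cells transiently co-express mutant CFTR-F508del with the halide-sensitive YFP; corrector assay measuring rescue of mutant channel to the surface after 24 h compound exposure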
An asterisk follows results filed as active; & = joins results of further samples; [ ] = dose if it differs, or a comment.

What do the screens show for `CCCCC(c1nnnn1C(C)C)N1CCN(C(=O)c2ccco2)CC1` (stereo not drawn)?
miR-122 sensor: -1; CASP6 VEID inh: -3; SIRT5 block: 0; ERAP1 HTS inh: -1; DENV2 CPE rescue: 2; ERp5 block: 4; F508del corr: 1.9

How did CSc1nc(N)nc2c1ncn2C1OC(CO)C(O)C1O (stereo not drawn) do in these assays?
CASP6 VEID inh: -1; ERAP1 HTS inh: 2; DENV2 CPE rescue: -4; ERp5 block: 2; F508del corr: -1.0

What do the screens show for `O=C(Cc1ccccc1)Nc1nc2ccccc2[nH]1`?
CASP6 VEID inh: 0; SIRT5 block: -2; ERAP1 HTS inh: -2; ERp5 block: -4; F508del corr: 1.2

Results for COc1ccc(NC(=O)Nc2cccc3c2O[C@H](CN(C)S(=O)(=O)c2ccc(F)cc2)[C@H](C)CN([C@@H](C)CO)C3=O)cc1 ?
miR-122 sensor: -1[16.7 µM]; DENV2 CPE rescue: 4; F508del corr: 0.7

How did CCCc1cc(NCCCO)n2c(nc3ccccc32)c1C#N do in these assays?
miR-122 sensor: -2; CASP6 VEID inh: -2; SIRT5 block: -5; DENV2 CPE rescue: -2; ERp5 block: 4; F508del corr: -2.7

How did CC1=C(C(=O)NC2CCCCC2C)C2(CCC(C)CC2)OC1=O (stereo not drawn) do in these assays?
miR-122 sensor: 3; CASP6 VEID inh: 1; SIRT5 block: 1; ERAP1 HTS inh: 6; DENV2 CPE rescue: -4; ERp5 block: 1; F508del corr: 9.9*

What do the screens show for `CN(C)S(=O)(=O)c1cccc(NC(=O)c2ccccc2OCc2ccc(F)cc2)c1`?
miR-122 sensor: -2; CASP6 VEID inh: -2; SIRT5 block: 0; ERAP1 HTS inh: -4; DENV2 CPE rescue: -2; ERp5 block: 2; F508del corr: 2.5

Results for COc1cc(CCNC(=O)c2cnn3ccccc23)cc(OC)c1OC ?
miR-122 sensor: 5; CASP6 VEID inh: -5; SIRT5 block: -5; ERAP1 HTS inh: 0; DENV2 CPE rescue: -8; ERp5 block: 1; F508del corr: 4.3

Results for CN1C(=O)c2cc(NS(=O)(=O)c3cccc(F)c3)ccc2OC[C@@H]2O[C@H](CC(=O)N3CCc4ccccc4C3)CC[C@H]21 ?
miR-122 sensor: 27[16.7 µM]; CASP6 VEID inh: 0; SIRT5 block: 2; ERAP1 HTS inh: 0; DENV2 CPE rescue: 0; ERp5 block: 1; F508del corr: 1.2

How did CCCOc1ccc(C(=O)Nc2ccc(N3CCOCC3)cc2N2CCOCC2)cc1OCC do in these assays?
miR-122 sensor: -4; CASP6 VEID inh: -3; SIRT5 block: 0; ERAP1 HTS inh: -1; DENV2 CPE rescue: -1; ERp5 block: -1; F508del corr: 2.7

Results for CC(=O)c1c(O)c2ccccc2n(C)c1=O ?
CASP6 VEID inh: -1; SIRT5 block: -2; ERAP1 HTS inh: -1; DENV2 CPE rescue: -8; ERp5 block: -2; F508del corr: -0.4

Results for COc1ccc(NC(=O)Nc2ccc3c(c2)C(=O)N([C@@H](C)CO)C[C@H](C)[C@@H](CN(C)S(=O)(=O)c2ccc(OC)cc2)OCCCC[C@@H](C)O3)cc1 ?
miR-122 sensor: -3[16.7 µM]; DENV2 CPE rescue: -12; F508del corr: -2.3

Results for CCS(=O)(=O)N1CC2(CN(C(=O)CN3CCOCC3)[C@@H](CO)c3c2c2ccc(OC)cc2n3C)C1 ?
CASP6 VEID inh: 2; SIRT5 block: -3; ERAP1 HTS inh: 5; DENV2 CPE rescue: -15; ERp5 block: -1; F508del corr: -2.1

How did COc1cc(CNC2CCCCCCC2)cc(Cl)c1OCC(N)=O do in these assays?
miR-122 sensor: 2; CASP6 VEID inh: -4; SIRT5 block: -4; ERAP1 HTS inh: 0; DENV2 CPE rescue: inconclusive; ERp5 block: -3; F508del corr: -2.5

What do the screens show for `C[C@H](NC(=O)C[C@H]1CC[C@H]2[C@H](COc3ccc(NC(=O)C4CCOCC4)cc3C(=O)N2C)O1)c1ccccc1`?
miR-122 sensor: 16[16.7 µM]; CASP6 VEID inh: -2; SIRT5 block: -4; ERAP1 HTS inh: 6; DENV2 CPE rescue: -10; ERp5 block: 1; F508del corr: 1.0

What do the screens show for `O=C1C2CCCCC2C(=O)N1c1ccc(NC2CCN(Cc3ccccc3)CC2)c([N+](=O)[O-])c1` (stereo not drawn)?
miR-122 sensor: -1; CASP6 VEID inh: 8; SIRT5 block: -8; DENV2 CPE rescue: 1; ERp5 block: 3; F508del corr: -0.5

How did Cc1ccc(C(C)C)c(OCCCn2ccnc2C)c1 do in these assays?
miR-122 sensor: 0; CASP6 VEID inh: -2; SIRT5 block: -5; ERAP1 HTS inh: 2; DENV2 CPE rescue: 14; ERp5 block: 3; F508del corr: 1.9

How did CC(=O)Nc1ccccc1OCCOc1ccc(Br)cc1 do in these assays?
CASP6 VEID inh: -1; SIRT5 block: -3; ERAP1 HTS inh: 4; DENV2 CPE rescue: 4; ERp5 block: -2; F508del corr: -4.0

How did C=CCONC(=O)Cc1ccccc1 do in these assays?
miR-122 sensor: -4; CASP6 VEID inh: -2; DENV2 CPE rescue: 0; ERp5 block: 5; F508del corr: 4.0

Results for CCN(C[C@H]1[C@H](c2ccccc2)[C@@H](CO)N1C(=O)C1CC1)C(=O)NC1CCCC1 ?
miR-122 sensor: -36[16.7 µM]; CASP6 VEID inh: -2; SIRT5 block: -4; ERAP1 HTS inh: -1; DENV2 CPE rescue: -2; ERp5 block: 0; F508del corr: 0.3

What do the screens show for `CCCCc1cc(=O)oc2cc(OCC(=O)NC3CCN(Cc4ccccc4)CC3)ccc12`?
miR-122 sensor: 2; CASP6 VEID inh: -9; SIRT5 block: -6; ERAP1 HTS inh: -1; DENV2 CPE rescue: 6; ERp5 block: -19; F508del corr: -0.1

Results for C[C@@H]1CN([C@@H](C)CO)C(=O)c2cccc(NS(=O)(=O)c3cccs3)c2O[C@@H]1CN(C)Cc1ccc2c(c1)OCO2 ?
miR-122 sensor: -4[16.7 µM]; CASP6 VEID inh: 3; SIRT5 block: 0; ERAP1 HTS inh: 4; DENV2 CPE rescue: -10; ERp5 block: -3; F508del corr: -1.4

How did COc1ccc(/C=C2\SC(=S)N(CC(=O)OCC(=O)Nc3cc(Cl)cc(Cl)c3)C2=O)cc1 do in these assays?
CASP6 VEID inh: 2; SIRT5 block: 0; DENV2 CPE rescue: -1; ERp5 block: 1; F508del corr: 2.3

How did C[C@@H]1CN([C@@H](C)CO)C(=O)c2cccc(NC(=O)Nc3ccc(F)cc3)c2O[C@H]1CN(C)Cc1ccccc1 do in these assays?
miR-122 sensor: 10[16.7 µM]; CASP6 VEID inh: 2; SIRT5 block: 3; ERAP1 HTS inh: -2; DENV2 CPE rescue: -11; ERp5 block: 13; F508del corr: 0.8

What do the screens show for `CC(C)CNc1ncnc2c1ncn2[C@H]1CN(CCc2ccccc2)C[C@@H](CO)O1`?
miR-122 sensor: 4; CASP6 VEID inh: -4; SIRT5 block: -5; ERAP1 HTS inh: -4; DENV2 CPE rescue: 3; ERp5 block: 0; F508del corr: -2.1

What do the screens show for `CS(=O)(=O)N1CCN(C(=O)Cc2ccc(Br)cc2)CC1`?
miR-122 sensor: 3; CASP6 VEID inh: -3; SIRT5 block: -2; ERAP1 HTS inh: -1; DENV2 CPE rescue: 8; ERp5 block: 4; F508del corr: 1.5

How did COc1cc2c(cc1NC(=O)COCC(=O)O)oc1ccccc12 do in these assays?
miR-122 sensor: 3; CASP6 VEID inh: -2; SIRT5 block: 0; ERAP1 HTS inh: -5; DENV2 CPE rescue: 4; ERp5 block: 0; F508del corr: -1.7

What do the screens show for `COc1cc(COCC(O)CN2C(C)CCCC2C)cc(OC)c1OC` (stereo not drawn)?
miR-122 sensor: 2; CASP6 VEID inh: -1; SIRT5 block: -8; ERAP1 HTS inh: -2; DENV2 CPE rescue: 4; ERp5 block: 3; F508del corr: -2.3

Results for CCn1c(SCC(N)=O)nc2cc(S(=O)(=O)N3CCOCC3)ccc21 ?
CASP6 VEID inh: 0; SIRT5 block: 0; ERAP1 HTS inh: 4; DENV2 CPE rescue: 9; ERp5 block: 2; F508del corr: 0.1

Results for COc1ccc(C(CNC(=O)c2cccnc2SC)N2CCOCC2)cc1 (stereo not drawn) ?
miR-122 sensor: -1; CASP6 VEID inh: -3; SIRT5 block: 7; ERAP1 HTS inh: -1; ERp5 block: -3

How did CC(=O)N(C)C[C@@H]1Oc2ncc(C#Cc3ccc(F)cc3)cc2C(=O)N([C@H](C)CO)C[C@@H]1C do in these assays?
miR-122 sensor: 25[16.7 µM]; SIRT5 block: 11; DENV2 CPE rescue: 29*; ERp5 block: 4; F508del corr: 0.6

What do the screens show for `Cc1ccccc1C1=CC(=O)CC(C)(C)C1=O`?
CASP6 VEID inh: -1; SIRT5 block: 0; DENV2 CPE rescue: 9; ERp5 block: -5; F508del corr: -1.9

Results for Cc1nc2ccccc2n1CC(=O)NC(C)C1CC2CCC1C2 (stereo not drawn) ?
CASP6 VEID inh: -3; SIRT5 block: -3; ERAP1 HTS inh: -2; DENV2 CPE rescue: 3; ERp5 block: 4; F508del corr: 0.5

What do the screens show for `Cc1cccc(Cn2c(NCCO)nc3c2c(=O)n(C)c(=O)n3C)c1`?
CASP6 VEID inh: 2; SIRT5 block: -3; ERAP1 HTS inh: 3; DENV2 CPE rescue: -3; ERp5 block: -4; F508del corr: 2.3

Results for CO[C@@H]1CN(C)C(=O)c2ccc(NC(=O)c3cc(C)on3)cc2OC[C@@H](C)N(C)C[C@H]1C ?
CASP6 VEID inh: 0; SIRT5 block: -1; ERAP1 HTS inh: 1; DENV2 CPE rescue: 0; ERp5 block: 3; F508del corr: -0.2

What do the screens show for `C[C@@H]1CN([C@H](C)CO)C(=O)c2c(c3ccccc3n2C)-c2ccccc2CO[C@H]1CN(C)Cc1ccc(Oc2ccccc2)cc1`?
miR-122 sensor: -5; CASP6 VEID inh: -2&-2; SIRT5 block: 5&-1; ERAP1 HTS inh: -1&2; DENV2 CPE rescue: 7&-23; ERp5 block: -5&0; F508del corr: -0.8&1.3

How did Cc1cccc(C)c1-n1nnnc1C1c2ccccc2C(=O)N1CCc1ccccc1F (stereo not drawn) do in these assays?
CASP6 VEID inh: -1; SIRT5 block: -1; DENV2 CPE rescue: 11; ERp5 block: -1; F508del corr: -2.0

How did Nc1c(Cl)ncnc1N/N=C/c1ccncc1 do in these assays?
miR-122 sensor: -4; CASP6 VEID inh: 5; SIRT5 block: 1; ERAP1 HTS inh: 2; DENV2 CPE rescue: -2; ERp5 block: 0; F508del corr: -0.7

Ordered by length of the SMILES (ascending): five of the compounds above.
What do the screens show for `CS(=O)(=O)N1CCN(C(=O)Cc2ccc(Br)cc2)CC1`?
miR-122 sensor: 3; CASP6 VEID inh: -3; SIRT5 block: -2; ERAP1 HTS inh: -1; DENV2 CPE rescue: 8; ERp5 block: 4; F508del corr: 1.5

How did Cc1cccc(C)c1-n1nnnc1C1c2ccccc2C(=O)N1CCc1ccccc1F (stereo not drawn) do in these assays?
CASP6 VEID inh: -1; SIRT5 block: -1; DENV2 CPE rescue: 11; ERp5 block: -1; F508del corr: -2.0

What do the screens show for `O=C1C2CCCCC2C(=O)N1c1ccc(NC2CCN(Cc3ccccc3)CC2)c([N+](=O)[O-])c1` (stereo not drawn)?
miR-122 sensor: -1; CASP6 VEID inh: 8; SIRT5 block: -8; DENV2 CPE rescue: 1; ERp5 block: 3; F508del corr: -0.5

What do the screens show for `C[C@H](NC(=O)C[C@H]1CC[C@H]2[C@H](COc3ccc(NC(=O)C4CCOCC4)cc3C(=O)N2C)O1)c1ccccc1`?
miR-122 sensor: 16[16.7 µM]; CASP6 VEID inh: -2; SIRT5 block: -4; ERAP1 HTS inh: 6; DENV2 CPE rescue: -10; ERp5 block: 1; F508del corr: 1.0

Results for COc1ccc(NC(=O)Nc2cccc3c2O[C@H](CN(C)S(=O)(=O)c2ccc(F)cc2)[C@H](C)CN([C@@H](C)CO)C3=O)cc1 ?
miR-122 sensor: -1[16.7 µM]; DENV2 CPE rescue: 4; F508del corr: 0.7
